Apoferritin bind – qHTS Assay for Identification of Novel General Anesthetics; Ferritin light chain (Equus caballus), P02791; apoferritin/1-aminoanthracene competitive binding, fluorescence; Potency, µM (series often up to 77.5 µM), inactives show at the top dose activity change, negative = displacement, usual class: inhibitors; 350,000 tested, 0.074% active; also: potency is read from the fitted curve at half-maximal effect; % is scaled to controls: 0 for no effect and ±100 for the full control effect; nearly all actives have a fitted effect of over 20% in size
Target sequence (P02791 2-175 limits assumed): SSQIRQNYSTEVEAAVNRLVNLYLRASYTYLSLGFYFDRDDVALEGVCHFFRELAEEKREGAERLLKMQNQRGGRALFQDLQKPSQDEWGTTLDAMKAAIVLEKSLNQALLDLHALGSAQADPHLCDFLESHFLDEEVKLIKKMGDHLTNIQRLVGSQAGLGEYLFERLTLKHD
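Read-out: endpoint 1-AMA fluorescence, excitation 380 nm and emission 535 nm, after compounds sit 10 min at room temperature with 10 uM horse-spleen apoferritin in 50% saturated 1-AMA/PBS. Values come from four-parameter Hill fits.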
POLK inh – qHTS for Inhibitors of Polymerase Kappa; DNA polymerase kappa (Homo sapiens), Q9UBT6; purified Pol kappa, fluorescent DNA synthesis assay, 10 min; Potency, µM (series often up to 107 µM), for inactives: at the top dose activity, negative = inhibition, usual class: inhibitors; 400,000 tested, 0.53% active; AID 588579, 2011; also: potency is read from the fitted curve at half-maximal effect; % is scaled to controls: 0 for no effect and ±100 for the full control effect
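10 nM Pol kappa was preincubated with compounds for 15 min at room temperature. Reaction started with 50 nM (final) substrate. Fluorescence read kinetically at 0 and 10 min.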
ERG Ets-DNA blk – qHTS for Small Molecule Inhibitors of the ERG Ets/DNA interaction; AID 624246, 2012; 370,000 tested, 0.028% active; Transcriptional regulator ERG (Homo sapiens), P11308; Potency, µM (highest dose often 76.9 µM), inactives show top-dose FP activity, negative = inhibition, hits mostly inhibitors; fluorescence polarization, His-ERG Ets domain / labelled DNA; active = well fitted inhibition curve with a large enough effect in the polarisation, with a control signal flat; inconclusive = small, poorly fitted or top-dose-only effect, or effect the other way, or a change in a side signal; inactive = no such curve, though single readings can be large or run the other way; the % refers to the polarisation;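 also: polarization taken with two DNA probes labelled with fluorescein and Texas red; potency is read from the fitted curve at half-maximal effect; % of control where 0% means no effect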
Target sequence (P11308 whole entry, looked up, the tested form may be a part): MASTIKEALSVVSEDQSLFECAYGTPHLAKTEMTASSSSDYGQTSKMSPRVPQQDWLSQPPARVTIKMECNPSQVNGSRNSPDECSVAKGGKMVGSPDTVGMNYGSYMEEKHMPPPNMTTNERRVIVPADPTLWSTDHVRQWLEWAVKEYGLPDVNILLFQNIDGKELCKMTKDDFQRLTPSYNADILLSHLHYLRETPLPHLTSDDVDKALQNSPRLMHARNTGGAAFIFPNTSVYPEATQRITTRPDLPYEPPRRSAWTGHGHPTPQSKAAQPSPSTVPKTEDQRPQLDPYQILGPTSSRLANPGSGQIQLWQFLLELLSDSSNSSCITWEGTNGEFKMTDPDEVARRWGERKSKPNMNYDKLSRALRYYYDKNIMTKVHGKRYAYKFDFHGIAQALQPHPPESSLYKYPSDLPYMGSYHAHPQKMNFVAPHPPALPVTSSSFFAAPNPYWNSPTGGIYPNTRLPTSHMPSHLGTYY
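His-tagged ERG Ets domain (1 uM in the protein solution; 300mM KCl, 50mM Tris-HCl, 1mM EDTA, 1mM DTT, pH 7.5) received compound, then a probe mix of 5 nM fluorescein-DNA and 100nM Texas-615-DNA. Fluorescence polarization was read for both dyes.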
BLM inh – qHTS Assay for Inhibitors of Bloom's syndrome helicase (BLM). RecQ-like DNA helicase BLM (Homo sapiens), P54132. recombinant BLM DNA unwinding, fluorescence dequenching. Potency, µM (series often up to 56.1 µM), inactives show at the top dose activity change, negative = inhibition, usual class: inhibitors. 350,000 tested, 0.2% active. AID 2528, 2010;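 also: potency is read from the fitted curve at half-maximal effect; plate controls were vehicle for no effect and no enzyme for full effect; nearly all actives have a fitted effect of over 35% in size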
POLB inh – qHTS Assay for Inhibitors of DNA Polymerase Beta; P06746; Potency, µM (titrated, usually from 114 µM), for the others: at the highest dose activity change, negative = inhibition, most hits filed as inhibitors; 340,000 tested, 1.3% active; Pol beta primer extension/strand displacement, fluorescence kinetic; also: potency is read from the fitted curve at half-maximal effect; % is scaled to controls: 0 for no effect and ±100 for the full control effect
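Reaction started by 50 nM substrate onto compound-treated Pol beta (10 nM, 15 min preincubation, room temperature); plates read at 0 min and 10 min. Normalized concentration-effect data fitted by four-parameter Hill equation.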
APE1 inh – qHTS Assay for Inhibitors of the Human Apurinic/apyrimidinic Endonuclease 1 (APE1); DNA repair nuclease/redox regulator APEX1 (Homo sapiens), P27695; recombinant APE1, TAMRA/BHQ-2 abasic DNA cleavage fluorescence; Potency, µM (doses to about 65.8 µM), for inactives: at the highest dose activity change, negative = inhibition, hits mostly inhibitors; 350,000 tested, 0.35% active; AID 2517, 2012;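 also: potency is read from the fitted curve at half-maximal effect; plate controls were vehicle for no effect and reference inhibitor for full effect; nearly all actives have a fitted effect of over 55% in size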
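Quantitative HTS: incision of a TAMRA/BHQ-2 double-stranded substrate bearing a tetrahydrofuran abasic site by 0.75 nM APE1 raises fluorescence. Substrate 50 nM final, added after 15 min compound preincubation at room temperature; progress as third-minus-first kinetic read difference.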
ALOX12 inh – Primary qHTS assay for inhibitors of human arachidonate 12S-lipoxygenase (ALOX12): Round 2. Polyunsaturated fatty acid lipoxygenase ALOX12 (Homo sapiens), P18054. purified 12hLO, xylenol orange hydroperoxide absorbance. Potency, µM (top dose mostly 108 µM), for inactives: at the top dose activity change, negative = inhibition, most hits filed as inhibitors. 580,000 tested, 1.1% active. AID 1671190, 2021; also: potency is read from the fitted curve at half-maximal effect; % is scaled to controls: 0 for no effect and ±100 for the full control effect
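Hydroperoxide product was detected by ferrous iron/xylenol orange as the 573 to 405 nm absorbance ratio. Arachidonic acid at 40 uM (final) was turned over for 30 min at room temperature by 150 nM human 12hLO, pH 7.0 Hepes buffer, after 15 min compound preincubation.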
POLI inh – qHTS for Inhibitors of Polymerase Iota | Pol iota fluorescent replication assay, 10 min | Potency, µM (top dose mostly 115 µM), inactives show at the highest dose activity, negative = inhibition, actives largely listed as inhibitors | 390,000 tested, 1% active | AID 588590, 2011; also: potency is read from the fitted curve at half-maximal effect
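Pol iota at 10 nM preincubated 15 min with compounds at room temperature; reaction started with fluorescent substrate, 50 nM final. Fluorescence read kinetically at 0 and 10 min; buffer-only wells as negative control.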
TRHR ag – qHTS for Small Molecule Agonists and Allosteric Enhancers of Human TRH Receptor: Primary Screen for Agonists; Thyrotropin-releasing hormone receptor (Homo sapiens), P34981; TRHR cells, calcium flux fluo-8, FDSS agonist mode; activation, % at 2 µM; 360,000 tested, 0.18% active; in the data active = activation above about 30%; also: 0% is about no effect
Target sequence (P34981 whole entry, looked up): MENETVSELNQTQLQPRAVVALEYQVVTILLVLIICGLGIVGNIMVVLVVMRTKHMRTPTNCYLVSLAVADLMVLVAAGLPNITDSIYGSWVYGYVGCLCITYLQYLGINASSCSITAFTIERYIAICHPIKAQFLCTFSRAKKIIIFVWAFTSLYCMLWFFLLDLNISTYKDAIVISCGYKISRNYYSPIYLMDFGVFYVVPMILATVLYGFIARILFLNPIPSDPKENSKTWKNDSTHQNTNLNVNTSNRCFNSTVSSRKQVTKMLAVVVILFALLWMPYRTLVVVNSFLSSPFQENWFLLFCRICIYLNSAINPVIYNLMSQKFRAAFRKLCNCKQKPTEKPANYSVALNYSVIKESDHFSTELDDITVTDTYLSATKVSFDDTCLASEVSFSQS
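Read-out: compound-evoked intracellular calcium rise in TRHR cells, fluo-8 dye, kinetic FDSS fluorescence at 1 s/cycle following a 10-cycle baseline. Cells cultured overnight before dye loading (30 min–1.5 h, RT).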
Starred values were filed as active, the others as inactive; ? = inconclusive; / = not tested or not shown; & = joins results of further samples; ! = not confirmed by another sample; [ ] = another dose, or the depositor's remark. Unless noted, calls follow the shape of the dose curve; as a rule, active = well fitted curve in the direction sought with a large enough effect; inconclusive = small, poorly fitted or top-dose-only effect, or another doubt; inactive = no such curve, though single readings can be large; an effect the other way counts as inactive or inconclusive. An excerpt; count on the stated rates, not on these rows.

SMILES | Apoferritin bind | POLK inh | ERG Ets-DNA blk | BLM inh | POLB inh | APE1 inh | ALOX12 inh | POLI inh | TRHR ag
COc1cc(S(=O)(=O)Nc2ccc3nc(C)sc3c2)ccc1NC(C)=O | / | 0% | -13% | / | / | 37% | 2% | -5% | -1.5
COc1ccc(C(=O)OCC(=O)NC(=O)NC2CCCC2)cc1OC | / | 20% | -11% | / | / | 45%[activator] | 0% | 5% | -0.7
COC(=O)c1[nH]c2cccc(Cl)c2c1NC(=O)CN1CCN(CCO)CC1 | -8% | -8% | -2% | -5% | 0% | -1% | 0% | 29% | -2.1
COc1ccc(C2SCCN2S(=O)(=O)c2ccc(NC(C)=O)cc2)cc1 (stereo not drawn) | ? | -3% | / | -3% | 1% | 1% | -14% | -16% | 0.5
OCCCN1CCN(CCCOc2ccccc2-c2ccccc2)CC1 | -4% | -5% | -8% | -11% | 40% | 9% | -13% | 14% | 0.1
CC(C)NC(=O)c1cc2c(Cl)nc3ccccc3c2s1 | -17% | -1% | -6% | 1% | 6% | / | -15% | 7% | 0.4
CCOC(=O)c1cc(-c2ccccc2)sc1NC(=O)c1cc(OC)c(OC)c(OC)c1 | 9% | 4% | -7% | 3% | -16% | 13% | 10% | 44%[activator] | -0.2
O=C(NNC(=O)c1cc(F)c(F)cc1Cl)c1ccc(NS(=O)(=O)c2cccs2)cc1 | / | 3% | -6% | / | / | 22% | 2% | -15% | 0.4
CC(=O)COc1ccc2c(-c3ccccc3)cc(=O)oc2c1C | -17% | -20% | -3% | 2% | 26% | 1% | 0% | 78%[activator] | 0.2
COCCN(C(=S)Nc1cccc(C)c1)C(C)c1cccnc1 (stereo not drawn) | -9% | 7% | -2% | -2% | -1% | -3% | 14% | 35%[activator] | -0.5
COc1cc(C(=O)NCc2nnc(SCC(=O)NC3CCCCC3)o2)cc(OC)c1OC | -5% | 2% | 13% | 1% | -2% | -3% | 1% | 17% | 0.1
OC(COC(c1ccc(Cl)cc1)c1ccc(Cl)cc1)CN1CCc2ccccc2C1 (stereo not drawn) | -8% | -12% | -5% | -13% | 39% | -7% | ? | 5% | 1.3
CCN(c1ccccc1)S(=O)(=O)c1ccc(Cl)c(NC(=O)COC(=O)c2ccc(Cl)c(N)c2)c1 | -8% | -15% | / | -4% | 2% | 6% | 3% | 27% | 0.7
CCN(CC)S(=O)(=O)c1cccc(C(=O)NNC(=O)C2=NN(c3ccccc3)C(=O)CC2)c1 | -1% | -4% | -1% | -2% | 9% | -5% | 0% | 16% | 0.1
CCCCNC(=O)Nc1nnc(-c2ccc(OCC)cc2)o1 | -11% | 1% | 0% | -7% | 6% | 0% | 23% | 97%[activator] | 0.1
COCCn1c(CNC(=O)c2cc(OC)c(OC)c(OC)c2)nc2cccnc21 | 0% | 1%[60.1 µM] | -1% | 1% | 12% | / | -3% | 45%[activator] | 0.0
S=C(Nc1ccc(Cl)cc1)Nc1ccc2cn[nH]c2c1 | -16% | -6% | 4% | -4% | -18% | -8% | ? | -24% | -0.4
Cc1ccc(Cl)c(OCC(=O)Nc2cccnc2)c1 | -6% | -12% | 12% | -1% | 0% | 18% | -12% | -2% | -0.3
Cc1ccc(CNC(=O)CN2C(C)CCCC2C)cc1 (stereo not drawn) | -6% | -4% | 4% | 3% | 20% | -4% | -1% | 23% | -0.9
CN(/N=C/c1cc(Br)cc(Br)c1O)c1ccccc1 | -4% | -3% | 3% | -1% | -4% | 16% | -19% | 48%[activator] | -0.2
CCc1ccc(/C=C2\SC(=S)N(CCC(=O)N3CCN(C)CC3)C2=O)cc1 | -3% | -1% | 4% | -3% | 54% | 16% | -10% | ? | 0.7
Cc1cc(C)n(-c2cc(N3CCN(C(=O)c4cccc(F)c4)CC3)ccc2[N+](=O)[O-])n1 | -16% | -2% | 8% | -2% | -4% | -3% | -21% | 20% | -1.6
Cc1n[nH]c(C)c1S(=O)(=O)N(CC(=O)NCc1ccccc1Cl)c1ccc(C(C)C)cc1 | -4% | -10% | -8% | -15% | 3% | / | -8% | -7% | -0.9
COc1ccc(NC2CS(=O)(=O)CC2OC(=O)c2ccc(F)cc2)cc1 (stereo not drawn) | -3% | 4% | -1% | -3% | 22% | 2% | -12% | 18% | -0.3
O=C(Cc1ccccn1)Nc1ccccc1 | -9% | 3% | 13% | 0% | -1% | -3% | 0% | 2% | 0.2
COCCCNC(=O)Cn1c(=O)n(-c2cccc(C)c2)c(=O)c2c1c1cc(C)ccc1n2C | 75%[activator] | -22%[60.1 µM] | 1% | -5% | -3% | / | ? | ? | -0.3
CCN(CC)C(=O)c1ccc(S(=O)(=O)Cc2ccc(C)cc2)c([N+](=O)[O-])c1 | 5% | 6% | 6% | -4% | 4% | 21% | 5% | -13% | 0.5
O=C(CN1C(=O)c2cccc3cccc1c23)NCc1ccc2c(c1)OCO2 | 142%[activator] | -10% | 6% | -8% | 0% | 10% | -10% | 0% | -0.7
COc1ccc(CNC(=O)c2cc3c(=O)n(Cc4cccs4)ccc3nc2C)cc1 | -12% | 5% | -1% | 0% | -4% | / | -16% | -28% | -0.4
CCOc1cc(N2CCOCC2)c(OCC)cc1NC(=O)C1=COCCO1 | / | -19% | 1% | / | / | -16% | -4% | 34% | -1.4
Cc1ccc(NC(=O)C2=C(O)CCn3c2nc2ccccc23)cc1 | -23% | -2% | / | -22% | ? | 4% | 5% | ? | 0.1
NS(=O)(=O)c1ccc(CCNC(=O)c2ccccc2F)cc1 | -18% | -4% | -9% | -4% | 9% | -1% | -43% | -6% | 0.3
COc1ccc(N)cc1C#N | -1% | -2% | -4% | 0% | -5% | -4% | 8% | 1% | 0.4
CC1(C2CC2)NC(=O)N(CC(=O)N2CCN(S(=O)(=O)c3ccc(F)c(F)c3)CC2)C1=O (stereo not drawn) | / | 0% | / | / | / | -18% | 336%[activator] | -2% | -1.0
COc1cccc(C(=O)NCCCNC(=O)c2cccnc2)c1 | -7% | -11% | 4% | 0% | 9% | 55% | 6% | 82%[activator] | -1.0
CCc1ccc(CNC(=O)C2CCCN(c3nnc(C)c4c(C)n(-c5ccccc5)nc34)C2)cc1 (stereo not drawn) | ? | -2%&-19% | 1%&2% | 34%&25%[activator] | 50µM*! | -16% | 36%&-9% | 33%&-10%[activator] | 0.4&-0.7
CCOC(=O)c1c(C)[nH]c(C(=O)OCC(=O)c2ccc3c(c2)NC(=O)CO3)c1C | / | 3% | -6% | / | / | 19% | ? | 19% | 0.6
COCCNC(=S)N=Nc1c(O)[nH]c2ccc([N+](=O)[O-])cc12 | -5% | -9% | -6% | -17% | 21% | 16% | ? | 71%[activator] | 0.0
Cc1ccc(NC(=O)COC(=O)C2CC3CCCC(C2)C3=O)c([N+](=O)[O-])c1 (stereo not drawn) | / | -4% | 1% | / | / | 2% | 307%[activator] | -8% | -0.4
COCC(=O)Nc1ccc(S(=O)(=O)Nc2ncccn2)cc1 | -6% | / | / | -1% | 10% | 2% | / | / | 0.0

The last 2 records of the section before are carried over, then new ones follow:
SMILES | Apoferritin bind | POLK inh | ERG Ets-DNA blk | BLM inh | POLB inh | APE1 inh | ALOX12 inh | POLI inh | TRHR ag
Cc1ccc(NC(=O)COC(=O)C2CC3CCCC(C2)C3=O)c([N+](=O)[O-])c1 (stereo not drawn) | / | -4% | 1% | / | / | 2% | 307%[activator] | -8% | -0.4
COCC(=O)Nc1ccc(S(=O)(=O)Nc2ncccn2)cc1 | -6% | / | / | -1% | 10% | 2% | / | / | 0.0
COC(=O)C1=C(N)Oc2cc(C)n(CC3CCCO3)c(=O)c2C1c1ccc(Cl)c(Cl)c1 (stereo not drawn) | -5% | -9% | -4% | -16% | -1% | 5% | 23% | -14% | -0.7
COc1cc2c(=O)c(S(=O)(=O)c3ccccc3)cn(CC(=O)Nc3ccccc3C)c2cc1OC | -17% | -26% | 2% | -14% | 3% | / | -16% | ? | -0.1
CC(C)C12CN3CC(C(C)C)(CN(C1)C3c1ccccc1O)C2=O (stereo not drawn) | ? | -21% | -5% | -5% | 11% | 0% | -6% | 0% | -1.0
CCN(CC)CCCNC(=O)CN1C(=O)CSc2ccc(S(=O)(=O)N3CCOCC3)cc21 | -10% | 3%[60.1 µM] | 13% | 4% | 2% | 6% | -9% | 1% | 0.4
COCCN(C(=O)CSCC(=O)Nc1cccc(C)c1)c1c(N)n(Cc2ccccc2)c(=O)[nH]c1=O | / | -3% | -4% | / | / | 23% | 1% | 28% | -0.1
O=CNCc1nc2ccccc2n1CCCc1ccccc1 | 6% | -9% | 11% | -3% | 4% | 22% | 4% | 1% | 0.4
CCOC(=O)C1=NOC(CNC(=O)C2=NOC(CNC(=O)c3c(-c4ccccc4Cl)noc3C)C2)C1 (stereo not drawn) | -9% | -15% | 2% | -2% | 35%[activator] | 0% | 108% | 8% | /
COc1ccccc1CNC(=O)CSc1n[nH]c(N)n1 | 5% | -15% | -7% | -10% | 57% | -12% | -2% | 64%[activator] | 0.5
